Compound activity as filed in PubChem.
p53 reactivation: mutant p53 re-activation in reporter cells. H1299 p53-A138V BP100-luciferase reporter, luminescence, 24 h. hit rate 0.063% among 320,000. Potency, µM (doses to about 92.2 µM), inactives show top-dose activity change, positive = activation, hits mostly activators; note: potency is the fitted concentration of half-maximal effect; % of control where 0% means no effect; nearly all actives have a fitted effect of over 45% in size
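p53-null H1299 cells stably carrying temperature-sensitive p53-A138V and a BP100-luciferase reporter were pinned with compounds (4-point, 1:5 series) and held 24 hrs at 37 deg C. Luminescence was read 10 min after detection reagent.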
PKM2 act: increases activity of human pyruvate kinase M2; Potency, µM (titrated, usually from 57.5 µM), for the others: top-dose activation, actives largely listed as activators; hit rate 0.34% among 260,000; P14618; purified PKM2, Kinase-Glo ATP luminescence, activation; response scale: 0% is enzyme alone, no compound; note: potency is the fitted concentration of half-maximal effect; % is set by controls: 0 for no effect and ±100 for the full control effect; nearly all actives have a fitted effect of over 55% in size
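ATP formation by purified human PK-M2, quantified via coupled luciferase luminescence after 1 h at room temperature with 0.1 mM ADP and 0.5 mM PEP final.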
Rab9 promoter act: Rab9 promoter activation | AID 485297 | Huh7 Rab9 promoter-luciferase reporter, luminescence, 24 h | Potency, µM (doses to about 9.22 µM), for the others: top-dose activation, negative = inhibition, hits mostly activators | hit rate 2.8% among 320,000; note: potency is the fitted concentration of half-maximal effect; % of control where 0% means no effect; nearly all actives have a fitted effect of over 60% in size
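Luminescence from Amplite-detected luciferase (10 minutes, ambient) reports Rab9 promoter activation. Before that, stable Rab9-luciferase Huh7 cells (1500/well, reduced-serum OP-MEM I plus 10% FBS) were exposed to compound for 24 hours at 37C.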
Giardia killer: Giardia lamblia killing | AID 540267 | Giardia lamblia trophozoite viability | activity change, % at 7.66 µM, hits read low | hit rate 0.15% among 340,000; in the data active = activity change below about -80%; inconclusive = between about -30% and that limit;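 note: parasites exposed to compound for two days anaerobically before the ATP read; % is set by controls: 0 for no effect and ±100 for the full control effect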
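Compounds were tested on trophozoites seeded at 100 cells/well and held 48 hrs at 37 deg C anaerobically. An ATP-based luminescent kit measured the remaining live cells.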
ELG1 genotoxic: induces genotoxicity in HEK293T cells with luciferase-tagged ELG1; hit rate 1.3% among 330,000; Potency, µM (top dose mostly 46 µM), for inactives: at the highest dose activity change, positive = activation, hits mostly activators; AID 504466; HEK293T ELG1-luciferase reporter, luminescence, 16 h; note: potency is the fitted concentration of half-maximal effect; % of control where 0% means no effect; nearly all actives have a fitted effect of over 60% in size
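16 hr compound incubation (37 °C, 5% CO2) of HEK293T cells carrying luciferase-tagged ELG1; luciferase then measured by ONE-Glo luminescence after 30 min at RT.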
RORgamma inh: inhibitors of mouse ROR gamma transcriptional activity; P51450; Drosophila S2 Gal4-RORgamma UAS-luciferase reporter, 20 h; Potency, µM (series often up to 53.6 µM), for the others: at the top dose activity change, negative = inhibition, actives largely listed as inhibitors; hit rate 5.4% among 310,000; AID 2551; note: potency is the fitted concentration of half-maximal effect; % is set by controls: 0 for no effect and ±100 for the full control effect; nearly all actives have a fitted effect of over 60% in size
Target sequence (P51450 whole entry, looked up, the tested form may be a part): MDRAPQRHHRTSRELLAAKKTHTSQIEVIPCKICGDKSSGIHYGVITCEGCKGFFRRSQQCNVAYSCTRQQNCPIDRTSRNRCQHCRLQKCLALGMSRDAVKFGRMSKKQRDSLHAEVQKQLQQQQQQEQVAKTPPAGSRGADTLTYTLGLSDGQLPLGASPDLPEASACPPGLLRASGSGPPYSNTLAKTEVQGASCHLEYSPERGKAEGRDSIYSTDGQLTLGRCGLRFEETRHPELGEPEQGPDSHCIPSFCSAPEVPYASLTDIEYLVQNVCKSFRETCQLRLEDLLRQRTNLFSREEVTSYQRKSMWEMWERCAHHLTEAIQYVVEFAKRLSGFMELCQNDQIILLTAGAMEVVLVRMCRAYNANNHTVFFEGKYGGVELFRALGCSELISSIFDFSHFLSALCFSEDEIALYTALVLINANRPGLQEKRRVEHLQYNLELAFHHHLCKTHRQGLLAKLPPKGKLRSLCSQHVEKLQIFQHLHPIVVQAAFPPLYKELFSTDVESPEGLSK
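A Gal4/UAS one-hybrid system in insect cells: metallothionein-promoter Gal4–ROR gamma fusion plus Photinus luciferase reporter. Copper sulfate 700 uM final, 20 hr ambient incubation, luminescent detection after 10 min with reagent.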
Menin-MLL TR inh: inhibitors of human menin-MLL interaction, mutant MLL peptide | AID 1768 | Menin + Texas Red MLL mutant peptide, fluorescence polarization | O00255 | hit rate 0.23% among 270,000 | Potency, µM (doses to about 61.6 µM), for inactives: at the top dose FP activity change, negative = inhibition, most hits filed as inhibitors; active = well fitted inhibition curve with a large enough effect in the polarisation, with a control signal flat, not every such curve was filed as active; inconclusive = small, poorly fitted or top-dose-only effect, or effect the other way, or a change in a side signal; inactive = no such curve, though single readings can be large or run the other way; the % refers to the polarisation; note: potency is the fitted concentration of half-maximal effect; % of control where 0% means no effect; many of its hits are not listed in these tables
NPC1 prom act: NPC1 promoter activation. Huh7 NPC1 promoter luciferase reporter, 24 h. Potency, µM (series often up to 9.22 µM), inactives show top-dose activation, most hits filed as activators. hit rate 2.4% among 320,000;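 note: potency is the fitted concentration of half-maximal effect; % of control where 0% means no effect; nearly all actives have a fitted effect of over 60% in size; reporter is driven by a mutant NPC1 promoter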
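Compounds in DMSO were transferred onto Huh7 NPC1-luciferase reporter cells pre-incubated 2 h; after 24 h at 37 °C, Amplite reagent was dispensed and luminescence recorded 10 min later.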
VP16 counter: counter-screen for ROR gamma inhibitors: Gal4-VP16 reporter | Drosophila S2 Gal4-VP16 UAS-luciferase, luminescence, 20 h | Potency, µM (top dose mostly 53.6 µM), without a hit: top-dose activity, negative = inhibition, usual class: inhibitors | hit rate 3.5% among 310,000 | AID 2546;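 note: Gal4-VP16 expression switched on by copper sulfate through the metallothionein promoter; potency is the fitted concentration of half-maximal effect; % is set by controls: 0 for no effect and ±100 for the full control effect; nearly all actives have a fitted effect of over 50% in size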
BRCA1 expr up: increases BRCA1 expression; Potency, µM (highest dose often 46.1 µM), without a hit: at the highest dose activation, most hits filed as activators; hit rate 1.1% among 380,000; MCF7-BRCA1-FFLuc reporter, luminescence, 48 h; response scale: scaled: vehicle 0%, 10 µM genistein 100%; AID 624202; note: potency is the fitted concentration of half-maximal effect; nearly all actives have a fitted effect of over 80% in size; some results filed as inactive show a strong effect at the top dose
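MCF7 cells carrying a BRCA1-firefly luciferase reporter (2000 cells/well, phenol-red free MEM) were attached for 2 h at 37 °C, then given compounds for 48 h. Luminescence was read 15 min after luciferase reagent; activity normalized to genistein (10 microM) and DMSO.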
FLuc modulator: counter-screen for miR-21 project: firefly luciferase inhibitors or activators. P08659. purified FLuc, Km substrates, luminescence inhibition. Potency, µM (titrated, usually from 57.5 µM), without a hit: at the highest dose activity change, negative = inhibition, most hits filed as inhibitors. hit rate 6.9% among 360,000. AID 588342;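 note: potency is the fitted concentration of half-maximal effect; plate controls were vehicle for no effect and reference inhibitor for full effect; nearly all actives have a fitted effect of over 55% in size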
Target sequence (P08659 whole entry, looked up): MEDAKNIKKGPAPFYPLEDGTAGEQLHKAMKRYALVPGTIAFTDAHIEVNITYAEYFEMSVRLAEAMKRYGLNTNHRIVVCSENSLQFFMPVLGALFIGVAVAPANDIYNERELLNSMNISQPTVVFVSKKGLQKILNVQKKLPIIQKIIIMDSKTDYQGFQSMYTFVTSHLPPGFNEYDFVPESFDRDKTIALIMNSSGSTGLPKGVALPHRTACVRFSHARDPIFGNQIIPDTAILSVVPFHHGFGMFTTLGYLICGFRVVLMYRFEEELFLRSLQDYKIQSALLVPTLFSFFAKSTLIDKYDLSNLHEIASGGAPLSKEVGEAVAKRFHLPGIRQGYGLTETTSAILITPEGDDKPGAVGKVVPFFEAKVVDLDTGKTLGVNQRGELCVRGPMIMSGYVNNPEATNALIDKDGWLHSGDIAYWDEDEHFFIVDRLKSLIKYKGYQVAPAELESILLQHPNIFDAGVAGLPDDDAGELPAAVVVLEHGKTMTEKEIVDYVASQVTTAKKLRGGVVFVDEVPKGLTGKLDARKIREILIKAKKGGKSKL
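Purified P. pyralis luciferase (10nM final) with 10uM D-luciferin and 10uM ATP (Km levels) in 50mM Tris acetate pH 7.5, 10mM Mg acetate, 0.01% Tween-20, 0.05% BSA; qHTS 6-point titration, ~60 µM downward; luminescence read.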
The depositor's hits bear a star; ? = inconclusive; · = no result given; [ ] = dose if it differs, or a comment. Unless noted, calls come from the whole dose curve; as a rule, active = well fitted curve in the direction sought with a large enough effect; inconclusive = small, poorly fitted or top-dose-only effect, or another doubt; inactive = no such curve, though single readings can be large; an effect the other way counts as inactive or inconclusive.

entry	mol	p53 reactivation	PKM2 act	Rab9 promoter act	Giardia killer	ELG1 genotoxic	RORgamma inh	Menin-MLL TR inh	NPC1 prom act	VP16 counter	BRCA1 expr up	FLuc modulator
1	O=[N+]([O-])c1ccc(C23CC4CC(CC(O)(C4)C2)C3)cc1	?	·	1.6µM*	·	16%[9.26 µM]	-1%	7%	2.8µM*	?	·	11µM*
2	O=C(c1ccc(-c2ccccc2)cc1)C1CCCN(C(=O)c2ccncc2)C1 (stereo not drawn)	-3%	-2%	-2%	10	4%	-1%	13%	-2%	0%	-1%	-1%
3	CCc1cc(C(=O)N2CCCC(C(=O)c3cccc(OC(C)C)c3)C2)n(C)n1 (stereo not drawn)	-6%	-2%	-7%	-4	-5%	?	-21%	-7%	-3%	-43%	0%
4	O=S(=O)(c1cccs1)n1cnc2ccccc21	-18%	9%	0%	16	2%	-1%	0%	2%	-5%	-4%	2%
5	Cc1ccc(NC(=O)NC(=O)CSc2nnnn2C)c(C)c1	9%	-5%	8%	14	7%	33%	-15%	4%	5%	18%	-13%
6	Cc1cccc(CNC(=O)c2ccccc2NC(=O)C2=CSCCO2)c1	0%	·	0%	14	-4%	6%	·	3%	1%	0%	7%
7	CC(C)c1nnc(NC(=O)CCC(=O)NC2CCCCC2)s1	-1%	1%	-5%	7	1%	-7%	·	1%	6%	0%	-1%
8	COc1cccc(C2=CC(c3ccccc3)n3nnnc3N2)c1 (stereo not drawn)	1%	2%	-9%	0	11%	?	·	-17%	35µM*	-88%	5%
9	O=C(NCc1ccccc1)C1=C[C@@H](C2CC2)C[C@@H](OCCCCO)O1	4%	1%	5%	8	4%	27%	-13%	5%	-17%	2%	0%
10	O=C(NCCc1ccccn1)C(F)(F)C(F)(F)C(F)(F)C(F)(F)C(F)(F)C(F)F	2%	-7%	-4%	-8	2%	40%	-3%	7%	?	-3%	-15%
11	COC(=O)CC1C(=O)NCCN1C(=O)CSc1nc2ccccc2c(=O)n1CC(C)C (stereo not drawn)	1%	2%	-2%	1	-3%	11µM*	11%	-6%	?	-4%	-1%
12	CC(C)OP(=O)(c1ccc(N(C)C)cc1)C(O)c1c(Cl)cccc1Cl (stereo not drawn)	-6%	-6%	4%	-1	-1%	1%	-27%	-2%	11%	-52%	0%
13	Cc1ccsc1/C=N/N=C/c1sccc1C	·	-42%	1.6µM*	11	?	-26%	1%	4µM*	9%	2.2µM*	1.1µM*
14	COc1ccc(NC(=O)CN(C)C(=O)c2cccc(NS(=O)(=O)c3ccc(Br)cc3)c2)cc1	0%	·	-1%	-10	0%	·	·	-6%	·	-44%	-25%
15	c1ccc2c(c1)Cn1nc(Cc3nc4c(s3)CCCC4)nc1-2	9%	14%	?	2	?	14µM*	-15%	6%	0%	?	17µM*
16	Cc1cc(C)cc(OCC(O)CN2CCN(C(=O)c3ccco3)CC2)c1 (stereo not drawn)	-2%	·	-4%	5	1%	7%	?	0%	-5%	-14%	0%
17	CCOC(=O)Nc1ccc2c(c1)N(C(=O)CCN(C)C)c1ccccc1CC2	-5%	·	-7%	-5	1%	-29%	?	2%	10%	4%	2%
18	Cc1ccc2nc3n(c2c1)CCCN3	7%	·	0%	38[activator]	-1%	·	·	3%	·	4%	-3%
19	Cc1ccc(N(CC(=O)N=Nc2c(O)[nH]c3ccccc23)S(C)(=O)=O)c(C)c1	-3%	-1%	-2%	13	0%	2%	-1%	-2%	3%	18%	-1%
20	O=C(CC(c1ccccc1)c1ccccc1)Nc1ccc(Cl)cn1	8%	-3%	-4%	4	-2%	-16%	11%	-4%	11%	-68%	4%
21	Cc1ccc(S(=O)(=O)N(C(=O)c2ccncc2)c2ccc(OC(=O)c3ccncc3)cc2)c(C)c1	-1%	-15%	0%	49[activator]	-6%	-16%[10 µM]	5%	0%	-2%	-26%	0%
22	CNC(=O)CS(=O)(=O)CC(=O)Nc1cc(OC(C)C)c(Cl)cc1Cl	-5%	23%	0%	-9	6%	11%	3%	1%	9%	-14%	1%
23	CC(C)(C)OC(=O)N1CCC(c2c(C(=O)N3CCN(C4CCCCC4)CC3)cnn2-c2ccc(F)cc2)CC1	0%	-4%[0.46 µM]	-4%	?	4%	-6%	-17%	-4%	-6%	8%	-1%
24	COc1ccccc1OC(C)c1nnc(SCC(=O)Nc2c(C)n(C)n(-c3ccccc3)c2=O)n1-c1ccccc1 (stereo not drawn)	0%	-1%	0%	12	0%	-12%	?	-1%	-1%	-15%	2%
25	Cc1ccc(-c2c(C(=O)O)c(C(=O)O)c3n2CCC3)cc1	-1%	0%	3%	-11	-2%	-4%	-13%	23%	-15%	18%	?

Only BRCA1 expr up, Giardia killer and RORgamma inh, for two of the compounds above:
nr	SMILES	BRCA1 expr up	Giardia killer	RORgamma inh
11	COC(=O)CC1C(=O)NCCN1C(=O)CSc1nc2ccccc2c(=O)n1CC(C)C (stereo not drawn)	-4%	1	11µM*
7	CC(C)c1nnc(NC(=O)CCC(=O)NC2CCCCC2)s1	0%	7	-7%

Taken from above:
Entry for `Cc1ccc(N(CC(=O)N=Nc2c(O)[nH]c3ccccc23)S(C)(=O)=O)c(C)c1` under FLuc modulator: -1%
Entry for `Cc1ccsc1/C=N/N=C/c1sccc1C` under NPC1 prom act: 4µM*

(more compounds)
entry	mol	p53 reactivation	PKM2 act	Rab9 promoter act	Giardia killer	ELG1 genotoxic	RORgamma inh	Menin-MLL TR inh	NPC1 prom act	VP16 counter	BRCA1 expr up	FLuc modulator
26	CCN(CC)S(=O)(=O)c1cccc(NC(=O)CSc2nc3ccccc3[nH]2)c1	-5%	-17%	-23%	-10	-13%	33%	27%	-2%	0%	-7%	-4%
27	COc1cc2c(cc1OC)CN(C(=O)Cc1ccc(OC)c(S(=O)(=O)N3CCOCC3)c1)CC2	-1%	-9%	1%	-2	3%	-4%	-1%	-5%	4%	-6%	4%
28	CC(C)(C)c1ccc(NC(=O)Cn2cnc3cc([N+](=O)[O-])ccc3c2=O)cc1	4%	-2%	-6%	15	-5%	13%	?	-5%	-3%	-7%	-1%
29	COc1ccc(NC(=O)N/C=C/c2ccco2)cc1	3%	10%	2%	4	-1%	30%	23%	2%	2%	-9%	?
30	CCc1nc(N2CCN(C(=O)c3ccccc3)CC2)c(C#N)c2c1COC(C)(C)C2	-4%	0%	-3%	7	-16%	-1%	?	1%	3%	-23%	3%
31	Cc1cc(C)cc(OCCNC(=O)C2CCN(S(=O)(=O)c3ccccc3)CC2)c1	-12%	15%	5%	-11	-6%	5%	-9%	0%	-5%	-28%	1%
32	O=C(Cc1ccc(Cl)cc1)Nc1ccccc1C(=O)N1CCCCC1	·	2%	4%	1	-12%	·	8%	2%	·	-11%	6%
33	COc1ccc(-n2ncc3c(N(C)C4CCCCC4)ncnc32)cc1	·	-9%	-10%	?	?	0.25µM*	?	-16%	8.9µM*	0%	0.17µM*
34	CCOC(=O)N1CCN(C(=S)NC2CCCC2)CC1	9%	-3%	-2%	-10	2%	31%	-1%	2%	0%	10%	1%
35	CS(=O)(=O)N(CC(=O)N1CCOCC1)Cc1ccc(Cl)cc1	19%	3%	-3%	11	1%	-2%	-15%	-4%	-7%	14%	4%
36	CN1CCN(S(=O)(=O)c2cc(Cl)c(Cl)cc2Cl)CC1	-59%[inhibitor]	0%	9%	3	3%	-54%	-8%	1%	-5%	-19%	-6%
37	COC(=O)c1ccc(NC(=O)c2cnc3scc(C)n3c2=O)cc1	3%	-5%	2%	·	0%	-2%	-5%	-3%	5%	·	0%
38	CCOc1ccc(N(C)S(=O)(=O)c2cc(-c3cc(C)no3)ccc2CC)cc1	-4%	·	-4%	-5	-15%	?	·	-9%	0%	-73%[inhibitor]	0%
39	CCN1CCN(c2ccc(S(=O)(=O)N3CCOCC3)cc2NC(=O)c2ccccc2OC(F)F)CC1	-12%	·	0%	-17	0%	·	·	4%	·	-18%	1%
40	Cn1nccc1C(=O)N1CCCC(C(=O)c2ccc(C(F)(F)F)cc2)C1 (stereo not drawn)	12%	0%[0.46 µM]	-7%	1	-2%	40%	3%	-2%	-8%	-32%	0%

Values in list order from above.
Nos. 28–36 in Menin-MLL TR inh, in turn: ?, 23%, ?, -9%, 8%, ?, -1%, -15%, -8%

These rows are one share of the data, so the mix of outcomes need not match the whole.
